GPR55 antagonists = inhibition of LPI-stimulated GPR55 beta-arrestin translocation – imaging, U2OS, beta-arrestin-GFP, LPI agonist, primary screen (AID 2013) | U2OS GPR55 beta-arrestin-GFP translocation imaging, LPI antagonism; higher % means a stronger effect | one-dose inhibition, % at 10 µM; IC50 in µM for titrated hits | 0.13% of 290,000 active;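 active = spots per cell inhibited over 60%, with over 100 cells counted and total cytoplasm intensity under 500,000; inconclusive = wells with under 100 cells, flagged as likely toxic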;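 note: U2OS cells stably carrying GPR55 and arrestin-GFP stimulated by 5 µM LPI near EC80; imaged beta-arrestin-GFP aggregate spots per cell after agonist stimulation; plate controls were LPI-stimulated DMSO wells for no effect and DMSO wells without LPI for full effect; some results filed as inactive read as strong as hits; confirmed hits need IC50 under 10 µM and bright autofluorescent wells are also inconclusive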
Yfh1-depleted yeast = mitochondrial function rescue without frataxin homolog – Friedreich's ataxia, plus single-dose screen, dose response (AID 1465). S. cerevisiae Yfh1-off respiration, WST-1 reduction, 72 h; higher fold induction means a stronger effect. one-dose fold induction at 50 µM; EC50 in µM for titrated hits. 0.074% of 220,000 active;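 active = fold induction of absorbance versus untreated yeast above a set limit, then at least 30% activation at any dose in follow-up; inconclusive = repeats straddling the limit, or above it without dose testing; inactive = fold induction below the set limit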;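 note: activators that raise dye reduction in frataxin-depleted yeast; strong numbers were not always called active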
AID2073 = inhibitors of Mint1-CaV2.2 protein interaction, biochemical, HTRF (AID 2073). HTRF protein-protein interaction, Mint1-CaV2.2; higher % means a stronger effect. one-dose inhibition, % at 20 µM; IC50 in µM for titrated hits. 0.19% of 290,000 active; in the data active = inhibition mostly above about 51%, no sharp cut-off; inconclusive = no clear call, values can overlap the other calls; inactive = mostly below about 53%; note: some results filed as inactive read as strong as hits
Rac1 GTP hydrolysis = MgcRacGAP GTPase-activating activity inhibitors, confirmation, biochemical, ADP Hunter fluorescence. AID 624330. 0.6% of 340,000 active. MgcRacGAP-stimulated Rac1 GTP hydrolysis, ADP Hunter fluorescence; higher % means a stronger effect; GST-tagged Rac1 F28L mutant substrate. one-dose inhibition, % at 30 µM; IC50 in µM for titrated hits;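 active = first-screen hits whose inhibition reached a set limit at any dose in the follow-up dose series; inconclusive = inhibition above the set first-screen limit but never retested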;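 note: fluorescence reports GDP produced by GAP-driven GTP hydrolysis; strong numbers were not always called active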
GPR55 activation = selective activators of receptor GPR55 – imaging, U2OS cells, beta-arrestin-GFP redistribution, primary screen (AID 1961). U2OS GPR55 beta-arrestin-GFP redistribution imaging; higher % means a stronger effect. activation, % at 10 µM, or EC50 in µM where a hit was titrated. 0.048% of 290,000 active;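 active = activation above 40% with more than 50 cells counted in the well; inconclusive = wells holding fewer than 50 cells, flagged as toxic or sparse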;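 note: U2OS osteosarcoma cells stably expressing GPR55 and beta-arrestin-GFP; plate controls were DMSO negative control for no effect and LPI positive control for full effect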
NTR1 ag = NTR1-driven beta-arrestin-GFP spot formation – imaging, U2OS cells, high content, primary screen (AID 493036); P30989; agonist mode; activation, % at 20 µM; 0.17% of 330,000 active;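 active = activation at or above 40% of the spot to cytoplasm intensity ratio, with at least 20 cells analyzed; inconclusive = wells under 20 cells, flagged as cytotoxic or low count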;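 note: 0% = DMSO without peptide and 100% = 100 nM NTR1 peptide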
Target sequence (P30989 whole entry, looked up): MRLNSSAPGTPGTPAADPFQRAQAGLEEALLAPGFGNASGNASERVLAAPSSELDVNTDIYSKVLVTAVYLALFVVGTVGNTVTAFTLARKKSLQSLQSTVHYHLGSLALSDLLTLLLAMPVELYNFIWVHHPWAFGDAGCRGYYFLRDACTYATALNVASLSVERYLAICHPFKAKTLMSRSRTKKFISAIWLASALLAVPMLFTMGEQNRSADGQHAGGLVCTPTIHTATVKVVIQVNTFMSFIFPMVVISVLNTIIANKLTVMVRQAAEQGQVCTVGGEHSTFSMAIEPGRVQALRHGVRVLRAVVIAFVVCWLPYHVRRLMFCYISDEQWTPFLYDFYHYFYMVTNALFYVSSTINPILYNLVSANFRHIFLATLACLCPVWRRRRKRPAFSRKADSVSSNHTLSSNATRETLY
GPR35 antagonists = inhibition of zaprinast-stimulated GPR35 beta-arrestin translocation – imaging, U2OS, beta-arrestin-GFP, zaprinast agonist, primary screen (AID 2058); U2OS GPR35 beta-arrestin-GFP translocation imaging, zaprinast antagonism; higher % means a stronger effect; inhibition, % at 10 µM, or IC50 in µM where a hit was titrated; 0.052% of 290,000 active;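 active = inhibition of at least 50% with at least 30 cells and total cytoplasm GFP at most 10,000,000; inconclusive = under 30 cells or total GFP of 10,000,000 plus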
Dengue-2 NS5 capping = flavivirus cap methylation enzyme inhibition – biochemical, confirmation dose response, primary screen (AID 588689); inhibition, % at 25 µM, or IC50 in µM where a hit was titrated; Dengue-2 NS5 methyltransferase capping enzyme assay, biochemical; higher % means a stronger effect; 0.3% of 340,000 active; in the data active = a potency from the dose series; inconclusive = inhibition above about 29% without an active follow-up result
SV40 large T antigen = TAg ATPase/helicase activity blockers – biochemical (AID 1903); SV40 large T antigen ATPase/helicase inhibition assay; higher % means a stronger effect; inhibition, % at 20 µM; hits with a dose series show IC50 in µM; 0.39% of 310,000 active; in the data active = a potency from the dose series; inconclusive = inhibition mostly from about 32% at the one dose, without a potency; inactive = the rest, 99 in 100 with inhibition below about 32%; note: strong numbers were not always called active
NTR1 ag cell count 20 µM = second read-out of NTR1 ag, no call of its own (marks repeat the call); cell count; measured here: cell count, cytotoxicity flag
Dengue-2 NS5 capping pilot replicate = also measured in Dengue-2 NS5 capping; calls as there; inhibition, %; measured here: pilot screen replicate inhibition
* = called active by the depositor; i = inactive; ? = inconclusive; . = no result given.

SMILES	GPR55 antagonists	Yfh1-depleted yeast	AID2073	Rac1 GTP hydrolysis	GPR55 activation	NTR1 ag	NTR1 ag cell count 20 µM	GPR35 antagonists	Dengue-2 NS5 capping	SV40 large T antigen	others
CCN(CC)S(=O)(=O)c1ccc(C(=O)Nc2ccc(C(F)(F)F)n(C)c2=O)cc1	6%	.	19%	4%	-0.1%	-0.3	55	-1%	-4%	12%
Cc1nc2nc(CSc3ccc(Cl)cc3)cc(=O)n2[nH]1	14%	i	19%	15%	-0.2%	0.6	43	-7%	-2%	20%
COc1ccc(-n2c3c(cc(C(=O)Nc4cccc(C)n4)c2=O)C(=O)CC(C)(C)C3)cc1	12%	i	30%	5%	-0.1%	5.3	57	8%	-6%	23%
O=C(Nc1ccn([C@H]2CC[C@@H](CO)O2)c(=O)n1)c1ccccc1	9%	i	8%	3%	0.3%	-1.6	54	-6%	0%	4%
Cc1ccc(Sc2cnn(-c3ccccc3)c(=O)c2Cl)cc1	27%	i	14%	-2%	0.1%	12	33	-1%	1%	-1%
Cc1nn(Cc2ccc(F)cc2)c(C)c1NC(=O)c1cc(-c2ccc3c(c2)OCO3)on1	6%	i	11%	7%	0.3%	1.6	57	17%	-5%	5%
O=C1[C@@H]2CSCN2C(=O)CN1Cc1ccccc1F	-2%	.	10%	-1%	-0.2%	-2.0	93	-7%	-3%	-4%
CCc1ccc(NC(=O)N(C2CCCCC2)C(C)c2cccnc2)cc1 (stereo not drawn)	-3%	i	-1%	1%	-0.2%	1.0	75	-11%	-3%	7%
OCC#CCSc1nnc(-c2ccc(Br)cc2)o1	1%	i	-4%	10%	-0.4%	-1.1	80	-14%	8%	4%
CCOC(=O)N1CCN(CC(O)COC(CC)c2ccccc2)CC1 (stereo not drawn)	37%	i	6%	14%	0.2%	1.3	55	7%	-8%	22%
S=c1[nH]nc(Cn2cnc3ccccc32)n1-c1ccccc1	17%	i	7%	4%	-0.8%	2.7	50	-6%	-4%	12%
COc1cc(/C=N/NS(=O)(=O)c2ccc(Br)cc2)ccc1O	2%	.	-2%	?	0.6%	0.0	70	11%	-6%	19µM*
O=C(Nc1nc2cc3c(cc2s1)OCO3)C1=COCCO1	0%	i	1%	4%	-0.3%	1.1	83	10%	-1%	0%
Cc1cc(NC(=O)CSc2ncnc3c2cnn3-c2ccccc2)no1	0%	i	42%	7%	-0.6%	2.6	49	4%	0%	4%
COc1ccc(NC(=S)NC(=O)C2CCCCC2)cc1	-4%	.	-10%	5%	-0.2%	3.2	75	-9%	-2%	6%
COc1cc2nc(SCC(=O)NCc3ccco3)n(Cc3ccc(Cl)cc3)c(=O)c2cc1OC	-4%	i	8%	6%	0.7%	5.9	69	8%	-3%	13%
CCN(CC)CCCn1c2c(c(SCC(=O)Nc3nccs3)nc1=O)CCC2	.	.	.	1%	.	0.1	59	.	8%	19%
COc1ccc(NC(=O)C2CCC(C(C)(C)C)CC2)cc1S(=O)(=O)N1CCCCC1 (stereo not drawn)	8%	i	16%	-20%	-0.2%	0.4	52	-8%	-4%	9%
COc1ccccc1C(=O)NN1C(=O)C2C3C=CC(O3)C2C1=O (stereo not drawn)	17%	i	1%	14%	0.2%	0.0	43	-7%	-5%	4%
COc1ccc(C)c2sc(N(CCCN(C)C)C(=O)CS(=O)(=O)c3ccc(F)cc3)nc12	.	.	.	2%	.	3.0	47	.	-7%	7%
CCn1nc(C)c(Oc2ccccc2O)c1C	-4%	i	2%	6%	0.2%	-0.9	87	-1%	-10%	-1%
COC(=O)CCC(=O)N(CCN(Cc1ccccc1)C(=O)CCC(=O)OC)Cc1ccccc1	.	.	.	-11%	.	0.2	43	.	-1%	17%
Cn1nnnc1SCCNC/C=C/c1ccccc1	2%	i	4%	0%	-0.2%	-0.5	92	11%	-1%	4%
O=C(NCc1cccnc1)c1ccc(=O)oc1	14%	i	-1%	8%	-0.2%	-0.2	95	-8%	1%	13%	Dengue-2 NS5 capping pilot replicate=-0.6
COc1ccc(C(=O)COC(=O)C(CC(C)C)N2C(=O)c3ccccc3C2=O)cc1 (stereo not drawn)	2%	i	-2%	7%	0.8%	1.9	63	-7%	-10%	7%
C/C(=N\NC(=O)CSc1nc2nc(C)cc(C)n2n1)c1ccccc1	6%	i	-8%	0%	-0.2%	-0.4	53	8%	-4%	-10%
COc1ccc(C(=O)NC2CC(C)(C)Cc3c2cnn3-c2ccccc2C)o1 (stereo not drawn)	4%	.	-1%	8%	-0.1%	0.5	69	5%	-8%	18%
NS(=O)(=O)c1ccc(NC(=O)COC(=O)c2cccc(S(=O)(=O)N3CCCC3)c2)cc1	2%	i	8%	6%	0.0%	-0.6	68	-13%	-4%	12%
O=C(O)CCCC(=O)Nc1nncs1	6%	i	?	4%	-0.1%	0.0	41	-4%	-5%	2%
O=C(NCc1ccco1)Nc1ccc(Br)cc1Cl	0%	i	1%	4%	-0.1%	0.5	69	-2%	-9%	-8%
CC(=O)Nc1ccc(OCC(O)Cn2cncn2)cc1 (stereo not drawn)	-2%	.	-3%	6%	0.0%	-1.6	49	15%	-8%	6%
Cc1cccc(N2CCN(C(=O)CCNS(=O)(=O)c3ccc4c(c3)oc(=O)n4C)CC2)c1C	12%	.	-1%	8%	-0.2%	1.0	46	12%	5%	12%
COc1ccccc1OCCNS(=O)(=O)c1ccc2oc3ccccc3c2c1	-7%	i	3%	7%	-0.2%	9.7	55	-10%	-1%	15%
CN(C)/C(=N\S(=O)(=O)c1ccc(F)cc1)c1ccccc1	4%	.	6%	6%	0.0%	1.5	45	15%	-3%	-2%
O=C(Nc1ncc2c(n1)CC(c1cccc(Cl)c1)CC2=O)c1ccco1 (stereo not drawn)	-11%	.	6%	4%	0.0%	-0.6	50	-10%	-6%	11%
O=C(Nc1ccc(S(=O)(=O)NC2=NCCCCC2)cc1)c1cc(S(=O)(=O)N2CCOCC2)ccc1F	12%	.	24%	4%	-0.1%	-0.4	63	2%	5%	8%
CCCCOc1ccc(S(=O)(=O)NNC(=O)c2cc3ccccc3o2)cc1	-1%	i	-1%	3%	-0.1%	3.7	30	-3%	1%	3%
CN(Cc1c(C(=O)N/N=C/c2ccc(O)cc2)nnn1-c1nonc1N)C1CCCCC1	8%	.	0%	9%	-0.1%	1.6	52	-3%	-4%	7%
COc1ccccc1C(=O)Nc1nnc(-c2ccc(F)cc2)s1	6%	.	24%	-5%	0.0%	-0.6	55	-2%	1%	10%
Cc1c(Cl)c(C(F)F)nn1CC(=O)NC1C(=O)N2C(C(=O)O)=C(CSc3nnnn3C)CSC12 (stereo not drawn)	-4%	i	32%	23%	-0.4%	.	.	-12%	14%	12%
COc1ccc(C(=O)N/N=C/c2ccc(OC)c(CSc3ccccn3)c2)cc1	14%	i	3%	11%	0.4%	1.8	83	6%	-4%	32%
Cc1ccc2c(c1)N(CC(=O)N1CCOCC1)C(=O)C(C)O2 (stereo not drawn)	2%	.	1%	2%	-0.2%	4.8	41	1%	-8%	7%
CCOC(=O)CCSc1nc(-c2ccccc2)cc(C(F)(F)F)n1	0%	i	-2%	9%	-0.1%	1.4	61	1%	-7%	0%
COc1cccc(C2NC(=O)NC(C)=C2C(=O)OCC2CCCO2)c1 (stereo not drawn)	-2%	i	-2%	4%	0.0%	-0.2	62	-4%	-13%	28%
O=C(CNC(=S)N(Cc1ccccc1)Cc1cccnc1)NC1CCCC1	2%	i	-21%	-2%	-0.3%	-0.5	59	18%	-15%	1%
O=C(CSc1nnc2ccc(-c3ccncc3)nn12)Nc1ccc(F)cc1	.	.	.	3%	.	0.0	55	.	1%	15%
CC(=O)Oc1ccc(NC(=O)Cc2ccccc2)cc1	5%	i	-8%	32%	-0.1%	-0.6	61	-3%	1%	15%
CC(C)CCN1CCC(n2nccc2NC(=O)c2ccc3c(c2)OCO3)CC1	13%	.	-8%	10%	0.3%	0.5	67	12%	-8%	10%
CC(=O)c1cccc(N(C(=O)c2ccco2)C(C(=O)NC2CCCC2)c2cccs2)c1 (stereo not drawn)	1%	.	22%	6%	0.9%	-0.3	49	-23%	-5%	8%
CCSc1nnc(C)n1-c1ccc(C(=O)O)cc1	6%	i	-4%	8%	-0.1%	-1.1	43	-2%	-8%	4%

Carrying on.
SMILES	GPR55 antagonists	Yfh1-depleted yeast	AID2073	Rac1 GTP hydrolysis	GPR55 activation	NTR1 ag	NTR1 ag cell count 20 µM	GPR35 antagonists	Dengue-2 NS5 capping	SV40 large T antigen	others
CN1CCN(S(=O)(=O)c2ccc(NC(=O)COc3ccccc3)cc2)CC1	-6%	.	6%	6%	0.1%	-0.5	98	1%	-1%	14%
O=C1C2C(c3ccccc3)C=CC(c3ccccc3)C2C(=O)N1c1cccnc1 (stereo not drawn)	-10%	i	3%	7%	-0.1%	3.8	55	-2%	-9%	18%
COc1ccc(CNC(=O)C/C(C)=N/NC(=O)COc2ccc(C)cc2Br)cc1	-26%	i	0%	-2%	0.5%	3.7	40	-9%	-9%	8%
O=C(CSc1ccccc1)N[C@@H](Cc1ccccc1)C(=O)O	3%	i	20%	7%	0.2%	-0.4	56	5%	-6%	9%
CCn1ncc([N+](=O)[O-])c1C(=O)Nc1ccc(C(=O)N2CCCCC2)cc1	8%	i	-4%	8%	-0.2%	1.3	49	-10%	-7%	3%
OC1(c2ccc(Cl)cc2)CCN(Cc2c[nH]c3ccccc23)CC1	.	i	.	6%	.	2.2	53	.	0%	9%
Cc1sccc1C1C(C#N)=C(N)SC(N)=C1C#N	-9%	.	-4%	.	0.2%	3.5	82	-3%	.	17%
O=C(O)c1ccccc1Nc1cccc(C(F)(F)F)c1	5%	.	10%	9%	0.4%	9.0	45	-2%	-1%	4%
CC(=O)C1C(c2ccc(O)cc2)NC(=O)NC1(O)C(F)(F)F (stereo not drawn)	10%	i	33%	0%	-0.1%	-0.2	88	-4%	-4%	.
COc1ccc(CCNC(=O)c2nnn(-c3ccc4c(c3)OCCO4)c2N)cc1OC	3%	i	-3%	3%	-0.1%	-1.3	86	-3%	-8%	7%

Screening results from PubChem.
